pPAFAH inh: pPAFAH (human) enzyme inhibition; AID 463082; 330,000 compounds, 1.5% hits; inhibition, % at 3.39 µM; recombinant pPAFAH, FP-rhodamine probe fluorescence polarization;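 active means inhibition above the mean inhibition across the screen plus 3 SD, cut at about 25% in these data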;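 further: inhibitors block binding of the rhodamine activity-based probe so polarization drops; 0% = enzyme with DMSO and 100% = wells lacking pPAFAH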
BCLXL inh: Bcl-xL (human) inhibition; GST-Bcl-xL / FITC-Bim BH3 peptide fluorescence polarization; inhibition, % at 10.9 µM; 320,000 compounds, 0.7% hits; AID 2129;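 active means inhibition above the mean of all tested compounds plus 3 SD, cutoff set per campaign, cut at about 30% in these data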;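 further: 0% = DMSO wells and 100% = unlabeled Bim-BH3 peptide competitor; inhibitors lower millipolarization by displacing the labeled peptide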
Target sequence (Q07817 whole entry, looked up): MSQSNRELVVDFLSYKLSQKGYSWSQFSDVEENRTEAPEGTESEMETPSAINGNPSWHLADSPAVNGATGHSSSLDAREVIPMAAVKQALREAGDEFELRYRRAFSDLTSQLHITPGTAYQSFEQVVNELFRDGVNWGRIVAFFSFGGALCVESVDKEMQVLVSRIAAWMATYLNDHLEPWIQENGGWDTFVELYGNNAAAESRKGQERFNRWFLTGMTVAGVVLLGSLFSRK
MEX-5 binding: C. elegans MEX-5 TCR-2 RNA binding activity | Q9XUB2 | MEX-5/FITC-TCR2 RNA binding, fluorescence polarization; hits give low values | activity score (negative = inhibition of binding), % at 10 µM | 300,000 compounds, 0.38% hits | AID 1832;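 active means inhibition past about -25% in most replicates, and total fluorescence under double the plate's negative control median, limit read from the data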;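 further: 0% = DMSO and -100% = 5 µM competing unlabeled TCR2 RNA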
PAFAH1B2 FP inh: PAFAH1B2 (human) inhibition. P68402. recombinant PAFAH1B2, FP-rhodamine activity probe, fluorescence polarization. inhibition, % at 3.39 µM. 340,000 compounds, 1.2% hits. AID 492953;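 active means inhibition above the mean of all tested compounds plus 3 SD, cut at about 24% in these data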;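 further: 0% = enzyme with DMSO and 100% = wells lacking PAFAH1B2; many of its hits are not listed in these tables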
Target sequence (P68402 whole entry, looked up): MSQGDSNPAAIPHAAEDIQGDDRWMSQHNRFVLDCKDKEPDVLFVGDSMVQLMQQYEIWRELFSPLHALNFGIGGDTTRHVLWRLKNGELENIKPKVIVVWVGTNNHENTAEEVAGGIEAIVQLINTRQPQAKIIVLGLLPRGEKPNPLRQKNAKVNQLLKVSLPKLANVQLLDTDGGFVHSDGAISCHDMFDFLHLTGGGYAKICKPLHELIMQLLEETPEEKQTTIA
Fam108B inh: counter-screen for RBBP9 inhibitors: inhibitors of mouse Fam108B; 300,000 compounds, 0.33% hits; inhibition, % at 9.51 µM; AID 1947; recombinant Fam108B, FP-Rh probe fluorescence polarization;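 active means inhibition above the screen mean inhibition plus 3 SD, computed separately per campaign, cut at about 18% in these data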;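 further: inhibitors lower polarization as less probe binds the enzyme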
GLD-1 TGE inh: GLD-1-TGE RNA interaction inhibition (C. elegans); Q17339; purified GLD-1 + fluorescein TGE RNA, fluorescence polarization; inhibition, % at 5.96 µM; 320,000 compounds, 0.44% hits;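 active means percent inhibition above a per-plate cutoff, the plate mean of test compounds plus 3 SD, cut at about 30% in these data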;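 further: 0% = DMSO wells with GLD-1 and probe and 100% = wells lacking GLD-1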
PME-1 inh: blocks human protein phosphatase methylesterase 1; recombinant PME-1, FP-Rh probe fluorescence polarization; inhibition, % at 5.9 µM; 320,000 compounds, 0.53% hits; AID 2130;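 active means inhibition above the campaign mean of all compounds plus 3 SD, cut at about 26% in these data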;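 further: competitive labeling of PME-1 active site by serine hydrolase directed probe; 0% = PME-1 with DMSO and 100% = wells lacking PME-1 enzyme; inhibitors block probe labeling so polarization falls and inhibition rises; many of its hits are not listed in these tables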
Target sequence (Q9Y570 whole entry, looked up): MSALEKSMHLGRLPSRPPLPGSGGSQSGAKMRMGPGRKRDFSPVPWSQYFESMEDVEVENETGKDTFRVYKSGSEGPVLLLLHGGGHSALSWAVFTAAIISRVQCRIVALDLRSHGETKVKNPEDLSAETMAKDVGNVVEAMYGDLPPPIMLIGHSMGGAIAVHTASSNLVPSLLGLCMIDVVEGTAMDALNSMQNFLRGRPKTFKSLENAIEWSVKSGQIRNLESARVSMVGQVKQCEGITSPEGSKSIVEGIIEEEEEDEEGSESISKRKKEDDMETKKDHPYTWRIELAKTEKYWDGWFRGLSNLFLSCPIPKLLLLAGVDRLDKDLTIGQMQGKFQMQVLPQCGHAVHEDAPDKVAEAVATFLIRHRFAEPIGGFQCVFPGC
AHR activator: human AHR activation. P35869. AHR-responsive luciferase reporter cells, luminescence. activation, % at 5 µM. 320,000 compounds, 2.5% hits. AID 2796; in the data active means activation above about 47%;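 further: 0% = vehicle wells and 100% = reference agonist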
MCL1-BIM inh: disrupts human MCL1 binding to BIM-BH3 peptide; 320,000 compounds, 0.68% hits; GST-MCL1 / FITC-Bim-BH3 fluorescence polarization; inhibition, % at 10.9 µM;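 active means inhibition above the mean inhibition of all tested compounds plus 3 SD, set per campaign, cut at about 40% in these data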;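 further: 0% = DMSO wells and 100% = unlabeled Bim-BH3 peptide control; higher means more loss of mP so more displacement of Bim peptide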
Numbers without * were called inactive; . = not tested or not shown. Only part of the results is shown; count on the stated rates, not on these rows.

Start of the data: the first 2 entries as a preview:
cpd	SMILES	pPAFAH inh	BCLXL inh	MEX-5 binding	PAFAH1B2 FP inh	Fam108B inh	GLD-1 TGE inh	PME-1 inh	AHR activator	MCL1-BIM inh
1	NC(=O)c1ccccc1NC(=O)COc1ccc2c(c1)OCO2	3	2	-0.8	-2	4	8	-40	7	5
2	CCN(CC)S(=O)(=O)c1cc(C(=O)Oc2ccccc2OC)ccc1OC	0	6	-1.2	7	0	0	6	3	7

The whole of this part (from the top)
cpd	SMILES	pPAFAH inh	BCLXL inh	MEX-5 binding	PAFAH1B2 FP inh	Fam108B inh	GLD-1 TGE inh	PME-1 inh	AHR activator	MCL1-BIM inh
1	NC(=O)c1ccccc1NC(=O)COc1ccc2c(c1)OCO2	3	2	-0.8	-2	4	8	-40	7	5
2	CCN(CC)S(=O)(=O)c1cc(C(=O)Oc2ccccc2OC)ccc1OC	0	6	-1.2	7	0	0	6	3	7
3	COc1ccc(CCNC(=O)CCCCCn2c(SCC(N)=O)nc3cc4c(cc3c2=O)OCO4)cc1OC	0	0	-0.2	1	-3	2	6	2	4
4	O=C1NC2(CCCCCCC2)C(=O)N1Cc1ccc(F)cc1	-4	0	0.4	11	-2	6	-1	0	2
5	CCCS(=O)(=O)n1nc(-c2ccc(OC)cc2OC)cc1N	1	2	3.0	9	-2	5	1	62*	3
6	Cc1ccc(NS(=O)(=O)c2ccc(C3CCCCC3)cc2)cc1	-11	0	1.4	-6	-20	7	-28	-1	-5
7	O=C(NCc1ccc(F)cc1)C1CC(=O)N(C2CCCCC2)C1 (stereo unspecified)	-4	7	-1.9	7	2	6	-2	2	6
8	Cc1ccc(-n2cc(CN3CCC(CO)(Cc4ccccc4)CC3)cn2)cc1	-1	-1	-2.0	.	0	0	0	-3	8
9	Cc1ccc2c(c1)C1C3CCC(C3)C1S(=O)N2 (stereo unspecified)	5	6	-0.8	5	1	5	-1	0	4
10	CCC1(c2ccccc2)NC(=O)N(CC(=O)N(C)Cc2ccccc2)C1=O (stereo unspecified)	-1	-8	-0.6	3	-4	-3	-4	0	-2
11	Cn1c(=O)n(C)c2cc(NS(=O)(=O)c3ccc(C(C)(C)C)cc3)ccc21	2	3	-1.6	1	0	2	9	4	-2
12	COc1cc(C2C(=O)N(C3CCCC3)CC(=O)N2Cc2ccco2)ccc1OC(C)C (stereo unspecified)	3	5	4.0	-1	6	8	1	-1	5
13	COc1ccc(NC2CCN(C3CC(=O)N(c4ccc(F)c(Cl)c4)C3=O)CC2)cc1 (stereo unspecified)	-6	3	-2.6	-3	0	3	-3	4	4
14	O=C1CC(=O)CC(c2ccccc2)C1	3	-1	1.4	-1	4	1	-1	-1	2
15	O=C(CCCc1nc2ccccc2s1)N1CCN(S(=O)(=O)c2cccs2)CC1	6	-1	0.7	-1	-1	4	9	5	-9
16	CCCCOc1ccc(N2C(=O)CC(NCc3ccncc3)C2=O)cc1 (stereo unspecified)	1	3	1.6	2	-5	7	-2	3	-4
17	COCC(C)NC(=O)c1cc(-c2cccc(OC)c2)on1 (stereo unspecified)	-1	-1	-1.5	4	0	-1	3	3	-2
18	O=C(CSc1nc(C2CCCCC2)nc2ccccc12)NCc1ccco1	4	-2	1.5	-1	-2	-2	6	2	-2
19	CCC1(CC)C(=O)C2=C3C1[C@H](C(=O)OC)C=C(C(=O)OC)C[C@H]3n1c(=O)n(C)c(=O)n1[C@H]2C (stereo partly specified)	-4	5	2.3	7	-3	5	-6	3	12
20	COC(=O)c1ccc(CNC(=O)c2ccc(OCC(=O)N3CCOCC3)c(OC)c2)cc1	2	4	0.7	-3	-1	4	-1	-2	5
21	N#Cc1c(-c2ccccc2)cc(-c2ccc3c(c2)OCO3)[nH]c1=O	5	-1	.	7	.	2	-5	39	-9
22	Cc1ccc(NC(=O)C2CCCN2C(=O)Oc2ccccc2)c(C)c1 (stereo unspecified)	6	8	0.0	-2	2	0	-4	2	3
23	CC(=O)Nc1ccc(S(=O)(=O)N(Cc2ccccc2)c2ccccn2)cc1	1	7	-1.2	5	2	14	-3	-1	4
24	Cc1ccc(CNC(=O)C2CC(c3cccc([N+](=O)[O-])c3)=NO2)o1 (stereo unspecified)	0	2	0.9	5	6	-5	8	5	1
25	Cc1cc(C)cc(C(N)=Nc2cccc(C#N)c2)c1	2	1	-0.6	5	6	-10	-4	12	-7
26	Cc1ccnn1Cc1cc(C(=O)O)c2ccccc2n1	-2	1	0.5	-1	-3	8	2	1	1
27	N#Cc1ccc(NC(=O)Cn2cnc(S(=O)(=O)N3CCOCC3)c2)cc1	-1	3	-0.4	4	0	1	-3	-1	8
28	CCOC(=O)NC(Nc1nnc(SCC)s1)(C(F)(F)F)C(F)(F)F	0	3	-0.8	8	3	0	3	1	-2
29	COc1ccc(C)cc1NC(=O)C(OC(=O)C1=NNC(=O)CC1)c1ccccc1 (stereo unspecified)	2	.	.	-1	.	4	.	83*	.
30	COc1cc(NC(=O)COc2ccccc2)ccc1NC(=O)c1ccco1	0	1	-2.5	2	-1	-2	2	10	1
31	CCN1CC(c2ccccc2)C(c2ccc(Cl)cc2)=N1 (stereo unspecified)	-2	2	1.6	2	0	0	1	-3	3
32	Cc1ccc2nc(Nc3ccc(Cl)cc3)c3nncn3c2c1	4	-3	5.7	1	-3	1	5	3	6
33	Cc1ccc(CC(NC(=O)c2ccccc2)C(=O)NC(CC(C)C)C(=O)O)cc1 (stereo unspecified)	1	10	-3.4	-1	1	6	-1	2	4
34	COCCNC(=O)CCCn1c(=O)c2cc(OC)c(OC)cc2n(CC(=O)Nc2ccc(F)cc2)c1=O	-2	4	0.2	4	-3	-1	0	1	6
35	O=[N+]([O-])c1cccc(-c2ccc(CN3CCN(c4ccccc4)CC3)o2)c1	4	2	-2.2	3	4	3	-2	5	8
36	CC(=O)c1ccc([N+](=O)[O-])c(CS(=O)(=O)c2ccccc2)c1	-1	5	2.2	3	0	-1	0	3	1
37	Cc1cc(N/C=C/C(=O)c2ccccc2)ccc1Br	7	3	0.4	2	-4	-1	0	94*	10
38	CCN(CC)S(=O)(=O)c1cccc(NC(=O)COC(=O)CCC(=O)c2cccs2)c1	7	4	0.4	5	1	1	1	-2	3
39	O=C1C(Cc2ccccc2)Nc2ncnc(N3CCc4ccccc4C3)c2N1Cc1ccc(Cl)cc1 (stereo unspecified)	4	-3	4.7	19	-9	-1	-10	7	-5
40	O=[N+]([O-])c1ncccc1OCc1ccc(Cl)c(Cl)c1	5	-1	1.6	7	2	7	-10	11	-19
41	Cc1c(C(=O)OCC(=O)N2C(C)CCCC2C)oc2ccccc12 (stereo unspecified)	2	6	0.6	-3	0	4	-2	1	2
42	C=CC[C@H](CC(=O)NCCO)C(=O)N[C@H](COC(=O)[C@@H](CC=C)CC(=O)OC(C)(C)C)Cc1ccccc1	0	.	.	-5	.	10	.	0	.
43	O=[N+]([O-])c1ccc(SCCc2ccccn2)cc1	-2	5	1.5	9	4	13	-5	-6	4
44	CC1CCCN(C(C(=O)NC2CCCCC2)c2cc3c(cc2[N+](=O)[O-])OCO3)C1 (stereo unspecified)	7	1	-4.5	3	5	6	3	0	12
45	CC1CCN(c2nncc3ccccc23)CC1	3	4	0.1	4	-1	2	-1	-2	-2
46	O=c1cc(-c2ccccc2)c2cc(Cl)ccc2[nH]1	2	0	-0.4	1	-6	9	-4	2	-3
47	CCCN(C(=O)c1cccc(S(=O)(=O)N2CCN(C)CC2)c1)c1c(N)n(Cc2ccccc2)c(=O)[nH]c1=O	-1	-2	-1.1	5	3	4	-3	-2	-8
48	CCOc1ccccc1N(CC(=O)Nc1ccccc1C(=O)NCc1ccco1)S(C)(=O)=O	0	-2	-2.7	-1	4	4	4	0	1
49	CN(C(=O)COC(=O)c1ccc([N+](=O)[O-])cc1Cl)C1CCCCC1	11	-4	-1.1	8	-1	4	-1	1	-3
50	Cn1cc(CN2CCCC(C(=O)c3cc(F)ccc3F)C2)c2ccccc21 (stereo unspecified)	2	3	-1.1	6	-1	8	-1	3	-4
51	CC(C)(CO)NC(=O)C12CC3CC(CC(Br)(C3)C1)C2	-3	5	-1.6	26*	-1	6	9	3	3
52	Cc1cc(NC(=O)CSc2nnc(-c3ccco3)n2Cc2ccco2)no1	6	0	-0.8	3	0	3	-1	0	4
53	C=CC(C)N1C(=O)S/C(=C\c2ccc(N3CCOCC3)cc2C)C1=O (stereo unspecified)	7	3	-1.4	-3	3	-15	3	3	0
54	CCOc1ccc(CCNC(=O)C(O)c2ccccc2)cc1 (stereo unspecified)	4	4	0.5	2	0	9	-4	2	-7
55	CCOCCCN(C(=O)Cn1nnc(-c2ccc(OC)c(OC)c2)n1)C(CC)C(=O)NC1CCCC1 (stereo unspecified)	1	-1	-1.0	-2	0	-1	2	3	-1
56	Cc1ccc(OC(C)C(=O)OCC(=O)Nc2sccc2C(N)=O)cc1 (stereo unspecified)	-3	.	.	12	.	1	.	2	.
57	COC(=O)c1cc(NS(=O)(=O)c2ccc3c(c2)c(=O)n(C)c(=O)n3C)cc(C(=O)OC)c1	-1	3	-0.4	-1	0	-12	-6	2	3
58	COc1ccccc1N1CCN(C(=O)c2n[nH]c3ccccc23)CC1	-3	2	-2.9	-7	1	4	3	5	-3
59	c1coc(CN(Cc2ccco2)c2ncnc3c2oc2ccccc23)c1	15	3	-4.5	-1	-2	4	3	6	6
60	CCCCCC1NC(=O)NC1CCCCCC(=O)O (stereo unspecified)	7	0	-1.0	-3	-1	3	5	-1	-3

Additional records follow:
cpd	SMILES	pPAFAH inh	BCLXL inh	MEX-5 binding	PAFAH1B2 FP inh	Fam108B inh	GLD-1 TGE inh	PME-1 inh	AHR activator	MCL1-BIM inh
61	NC(=O)NOCc1ccc(Cl)cc1Cl	-2	-1	1.2	8	-3	0	-4	3	1
62	CC(=O)OCC(=O)Nc1ccc([N+](=O)[O-])cc1Cl	1	5	-0.6	1	-2	3	3	-2	-13
63	CS/C(=N\S(=O)(=O)c1ccc(Cl)cc1)c1ccccc1	1	6	-0.8	2	5	-10	0	-6	5
64	O=C(Nc1ccccc1Cl)c1ccccc1Cc1ccccc1	1	1	0.0	4	-2	3	-1	2	-3
65	Cc1ccc2c(c1)C1CN(C)CCC1N2C(=O)COc1ccc(N(C)C(=O)C(C)(C)C)cc1 (stereo unspecified)	2	4	1.3	-5	4	-3	0	-1	9
66	CC(C)CSc1nc2ccccc2c(=O)[nH]1	1	8	0.2	3	3	-1	-10	29	6
67	O=C(CCc1ccccc1)NC1CCSC1=O (stereo unspecified)	4	2	-1.8	1	-1	4	1	-1	2
68	COc1cccc(OC)c1OCC(O)CN1CCN(c2ccccc2F)CC1 (stereo unspecified)	5	3	-0.5	3	-1	-3	-6	9	5
69	Cn1cnnc1SCC(=O)NC1CCCCCC1	4	5	1.6	6	5	7	2	-3	8
70	CC(=O)c1ccc(OCC(=O)NC2CCCCCC2)cc1	1	3	.	5	.	5	-1	1	2
71	COc1ccc(CSc2nnc(C)n2N)cc1[N+](=O)[O-]	1	2	2.4	1	0	-1	8	2	0
72	CCN(CC)S(=O)(=O)c1ccc(Cl)c(OC)c1	2	0	3.0	-3	0	-2	2	1	-3
73	N#CN=C1SCCS1	-1	-1	.	1	4	3	-3	3	1
74	Cc1ccc(C(=O)C(C)OC(=O)Cn2c(C)csc2=O)cc1 (stereo unspecified)	8	2	-2.3	5	4	6	2	1	0
75	CC1C=CCC2C(=O)N(c3cccc(C(=O)NCCc4ccccc4)c3)C(=O)C12 (stereo unspecified)	14	3	0.1	-1	0	10	2	1	-1
76	Cc1oc(-c2ccc3c(c2)OCCO3)cc1C(=O)O	0	3	-2.6	6	2	-2	-1	-10	2

Source: PubChem BioAssay
